# Source: PubChem (several laboratories)
# Rab7 wt GTP bind: modulators of GTP binding to dog Rab7 wildtype GTPase. GST-Rab7 beads, fluorescent GTP binding, flow cytometry; actives lie on both sides; untreated = 100%, excess cold GTP = 0%. GTP binding activity (percent of control), % at 10 µM. AID 758. hit rate 0.055% among 190,000;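 active = fluorescent GTP binding to Rab7 beads changed by at least 20 points from the 100% baseline, either direction, mostly lower; inconclusive = compound itself probably fluorescent, or too few beads counted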;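 note: median green fluorescence of bound Bodipy-FL-GTP per Rab7 bead population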
# Rab2A wt mod: changes GTP binding to wildtype dog Rab2A, up or down; hit rate 0.19% among 190,000; GST-Rab2 wt beads, Bodipy-GTP binding, flow cytometry; AID 760; GTP binding activity, % at 10 µM;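 active = GTP binding activity at least 20 points away from 100%, either lowered or raised; inconclusive = signal likely due to the compound's own green fluorescence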;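 note: 0% = beads with excess unlabeled GTP and 100% = no-compound control corrected for plate trend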
# ABCG2 block: human ABCG2 inhibition, ABCB1 as counter-screen; Q9UNQ0; IgMXP3 cells, JC-1 efflux, flow cytometry; inhibition, % at 6.6 µM; hit rate 0.1% among 190,000;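 active = inhibition above 80%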;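 note: 0% = DMSO and 100% = nicardipine control wells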
#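 Times: 10 min at 25 °C | Test system: Two drug-resistant human cell lines, ABCG2 and ABCB1 | Quantity: 3 million cells/mL final, two lines in 1:1 ratio | Signal: Flow cytometry, 530 nm JC-1 signal | Dosing: Compound at 6.6 µM | Controls: Nicardipine and DMSO wells | Reagent: JC-1 as fluorescent efflux pump substrate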
# Rac1 act GTP bind: human Rac1 activated mutant GTP binding change. hit rate 0.11% among 190,000. percent activity (GTP binding), % at 10 µM. AID 764. GST-Rac1 activated beads, fluorescent GTP binding, flow cytometry; actives lie on both sides; 100% means binding = to untreated wells;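 active = GTP binding at least 20 percentage points away from the 100% baseline, in either direction, so actives lie on both sides; inconclusive = Compound likely fluorescent itself, or too few beads counted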
# Pf gamet viab: inhibitors of late stage P. falciparum gametocyte viability | P. falciparum stage V gametocytes, ATP luminescence, 24 h | inhibition, % at 10.9 µM | hit rate 0.065% among 150,000 | AID 743093;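 active = inhibition above the mean plus 3 SD of compounds within the control limits, set per campaign, cut at about 38% in these data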;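 note: 0% = DMSO wells and 100% = medium only without gametocytes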
# Cdc42 wt GTP: changes GTP binding to wildtype human Cdc42; percent activity (GTP binding), % at 10 µM; GST-Cdc42 beads, Bodipy-GTP binding, flow cytometry; actives lie on both sides; AID 761; hit rate 0.2% among 190,000;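 active = percent activity GTP binding at least 20 points away from the 100% baseline, either down as inhibitor or up as activator; inconclusive = compound flagged as likely green fluorescent from well-wide comparison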;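 note: median bead fluorescence of bound Bodipy-FL-GTP at 100 nM; 0% = excess unlabeled GTP control and 100% = no compound control; below 100% means less GTP binding so inhibitor and above means activator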
# Rac1 wt modul: human Rac1 wildtype GTP binding, inhibitors and activators; P63000; GST-Rac1 beads, fluorescent GTP binding, flow cytometry; actives lie on both sides; 0 = cold GTP competed, 100 = untreated; GTP binding activity (% of control), % at 10 µM; hit rate 0.27% among 190,000;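 active = GTP binding activity at least 20 points away from the 100% control level, either lower or higher; inconclusive = compound flagged as likely green fluorescent, judged across all proteins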
# ABCB1 inh: inhibitors of human ABCB1 transporter, ABCG2 counter-screen; CCRF-Adr cells, JC-1 efflux, flow cytometry; inhibition, % at 6.6 µM; P08183; AID 1326; hit rate 0.067% among 190,000; in the data active = inhibition above about 40%;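 note: 0% = vehicle and 100% = reference inhibitor; higher value means more JC-1 retained so stronger ABCB1 efflux block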
# Target sequence (P08183 whole entry, looked up): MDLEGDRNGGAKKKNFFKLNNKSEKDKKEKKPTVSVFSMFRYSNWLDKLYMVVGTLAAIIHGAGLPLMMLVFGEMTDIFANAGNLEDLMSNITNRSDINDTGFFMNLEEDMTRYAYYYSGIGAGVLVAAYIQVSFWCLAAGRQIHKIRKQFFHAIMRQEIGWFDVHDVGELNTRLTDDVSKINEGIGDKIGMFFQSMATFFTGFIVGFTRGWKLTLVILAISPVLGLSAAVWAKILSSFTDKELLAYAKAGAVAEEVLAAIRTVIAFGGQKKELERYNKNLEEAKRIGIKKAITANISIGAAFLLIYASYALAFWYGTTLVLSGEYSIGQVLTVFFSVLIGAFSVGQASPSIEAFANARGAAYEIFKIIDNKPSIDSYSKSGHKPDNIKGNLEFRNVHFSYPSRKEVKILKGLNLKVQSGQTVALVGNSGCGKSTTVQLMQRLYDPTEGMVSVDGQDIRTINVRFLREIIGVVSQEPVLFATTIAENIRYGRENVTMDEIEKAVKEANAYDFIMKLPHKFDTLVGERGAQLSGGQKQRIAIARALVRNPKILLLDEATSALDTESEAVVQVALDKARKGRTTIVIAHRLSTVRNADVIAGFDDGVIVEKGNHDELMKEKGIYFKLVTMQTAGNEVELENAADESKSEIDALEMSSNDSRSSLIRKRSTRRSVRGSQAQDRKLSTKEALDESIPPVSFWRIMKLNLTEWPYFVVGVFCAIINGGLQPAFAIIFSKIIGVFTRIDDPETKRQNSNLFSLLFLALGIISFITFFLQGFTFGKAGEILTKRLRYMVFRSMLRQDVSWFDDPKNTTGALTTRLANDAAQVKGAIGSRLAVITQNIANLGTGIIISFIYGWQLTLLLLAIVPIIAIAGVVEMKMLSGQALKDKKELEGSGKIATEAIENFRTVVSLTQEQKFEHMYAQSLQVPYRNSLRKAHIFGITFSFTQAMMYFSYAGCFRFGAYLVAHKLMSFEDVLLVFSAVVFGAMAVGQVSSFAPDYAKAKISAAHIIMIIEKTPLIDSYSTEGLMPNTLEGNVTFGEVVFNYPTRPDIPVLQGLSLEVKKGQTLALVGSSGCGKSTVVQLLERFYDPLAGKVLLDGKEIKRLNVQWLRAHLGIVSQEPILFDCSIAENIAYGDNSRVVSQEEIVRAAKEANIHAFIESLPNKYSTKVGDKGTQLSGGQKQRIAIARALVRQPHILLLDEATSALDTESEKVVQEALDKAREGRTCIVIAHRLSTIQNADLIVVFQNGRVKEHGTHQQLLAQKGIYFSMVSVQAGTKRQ
# HRas wt GTP bind: modulators of GTP binding to human HRas wildtype; GST-Ras wt beads, Bodipy-FL-GTP binding, flow cytometry; actives lie on both sides; GTP binding activity, % at 10 µM; hit rate 0.14% among 190,000; AID 759;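 active = GTP binding activity at least 20% away from the 100% baseline, either lowered as inhibitor or raised as activator; inconclusive = flagged as likely green fluorescent, judged across all proteins in the well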;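 note: 0% = unlabeled GTP competition control and 100% = no-compound control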
# Mcl1 Noxa PPI: disrupts binding of human Mcl-1 to Noxa peptide | Q07820 | TR-FRET Mcl-1/Noxa peptide binding, 2 h | inhibition, % at 21.7 µM | hit rate 1.5% among 220,000 | AID 1022;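 active = compounds that cut the protein-peptide binding signal by more than 50% relative to plate controls in a single-dose test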;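 note: His-tagged Mcl-1 with rhodamine Noxa BH3 peptide and terbium anti-His antibody; 0% = Mcl-1 plus Noxa peptide wells and 100% = peptide-only wells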
# Avidin fluor: compound fluoresces at 488/530 nm on avidin beads; hit rate 0.38% among 220,000; compound fluorescence 488/530 nm, flow cytometry; stronger effect = higher value; fluorescence (KMESF) at 10 µM; AID 1775; in the data active = fluorescence above about 47; note: inactives centre near 10
# * marks the source's active call; other numbers are inactive results; ? = inconclusive; · = no result given. Outcome played no part in choosing rows. About 2.3% of those tested had a hit in this group.
SMILES,Rab7 wt GTP bind,Rab2A wt mod,ABCG2 block,Rac1 act GTP bind,Pf gamet viab,Cdc42 wt GTP,Rac1 wt modul,ABCB1 inh,HRas wt GTP bind,Mcl1 Noxa PPI,Avidin fluor
CC1CCC2(CC1)NC(CO)(CO)CO2 (centres undefined),95,95,1,96,·,97,98,0.5,94,5,15
O=c1[nH]c(CN2CCN(c3ccc(F)cc3)CC2)nc2ccccc12,102,100,2,96,·,100,100,0.8,102,6,29
Cc1nc2nc3c(c(=O)n2[nH]1)CCCC3,104,102,1,99,·,104,101,0.1,101,20,8
CC1CCN(c2nc3c(c(=O)[nH]c(=O)n3C)n2CC(C)CSc2nnnn2-c2ccccc2)CC1 (centres undefined),104,99,-2,99,17,105,105,4.1,100,-4,5
Cn1c(SCC(=O)NCCc2ccccc2)nnc1-c1ccco1,105,104,3,101,-8,107,106,0.9,105,-1,35
CCCCC[C@H](O)/C=C/[C@@H]1[C@@H](C/C=C\CCCC(=O)OC)[C@@H](O)C[C@H]1O,97,102,3,99,·,106,105,0.9,100,43,3
COc1cc(Cn2c(C(=O)O)cc3sccc32)cc(OC)c1OC,95,99,1,99,·,101,101,0.5,100,-4,16
Cc1ccc(-c2nnc(Cc3ccc([N+](=O)[O-])cc3)o2)cc1,95,94,2,91,6,91,96,0.4,93,24,8
CCC(C)[C@H](N)c1cn([C@@H](Cc2cc3ccccc3[nH]2)C(=O)N2CCNCC2)nn1 (some centres undefined),104,99,-1,98,-38,97,100,-0.6,101,-10,5
Cc1cc(C)c(S(=O)(=O)N(C)CC(=O)NC2CCCC2)c(C)c1,107,104,2,100,·,102,101,0.6,104,-10,12
COc1ccc(OC)c(NC(=O)C2COc3ccccc3O2)c1 (centres undefined),107,103,6,97,-13,105,108,0.7,104,3,9
Cc1cc(C(=O)CCl)c(C)n1CCc1ccc(Cl)cc1,96,96,15,95,-5,97,95,0.5,94,-4,10
Cc1cc2nccc(-c3ccco3)n2n1,94,99,5,101,4,103,105,0.7,101,-2,6
Cc1c(NC(=O)C(C)OC(=O)c2cc3c4ccccc4n(C)c3s2)c(=O)n(-c2ccccc2)n1C (centres undefined),101,101,3,98,·,100,100,1.1,101,3,9
Cn1c(=O)oc2cc(S(=O)(=O)N3CCN(c4ccccn4)CC3)ccc21,98,101,-1,96,·,96,103,-0.2,96,4,6
CC(=O)Nc1ccc(S(=O)(=O)Oc2cccc(N3C(=O)C4CC=CCC4C3=O)c2)cc1 (centres undefined),105,104,1,99,-15,104,104,0.3,104,13,18
COc1ccc(CN(C)CC(=O)Nc2ccc(Cl)cc2C(F)(F)F)c(OC)c1,100,98,20,96,-6,97,98,0.7,97,24,4
CCOC(=O)c1cccc(NC(=O)CSc2nnc(COc3ccccc3C)o2)c1,98,99,43,99,-8,100,105,-0.2,100,2,14
Fc1ccc(-n2cc(CNCCc3cccnc3)c(-c3ccccc3Cl)n2)cc1,103,99,0,98,28,100,100,0.9,98,2,9
N#C/C(=C(/O)COC(=O)c1ccc2c(c1)OCCO2)c1nc2ccccc2[nH]1,98,99,0,100,·,98,98,0.2,99,23,18
O=c1[nH][nH]c(-c2ccccc2)c1C=Nc1cccc(Cl)c1,101,101,4,100,·,102,101,0.1,102,22,21
CC(C)NC(=O)C12CC3CC(C1)CC(C(=O)NC(C)C)(C3)C2,103,99,10,94,·,96,102,0.8,97,4,14
CCCCCC(=O)Nc1nc(C)c(-c2csc(Nc3cc(Cl)ccc3C)n2)s1,98,97,27,94,·,96,98,-1.1,97,20,15
COc1ccc(S(=O)(=O)N2CCn3c2nc2ccccc23)cc1,102,100,-4,97,12,99,101,-1.2,100,7,15
CC(C)(C)NC(=O)c1cc(NC(=O)c2ccco2)cc(NC(=O)c2ccco2)c1,94,94,19,94,·,97,96,1.6,98,-1,11
# Later entries:
SMILES,Rab7 wt GTP bind,Rab2A wt mod,ABCG2 block,Rac1 act GTP bind,Pf gamet viab,Cdc42 wt GTP,Rac1 wt modul,ABCB1 inh,HRas wt GTP bind,Mcl1 Noxa PPI,Avidin fluor
C#CCSc1nsc(SCC#C)c1C#N,?,?,-1,?,·,?,?,-0.4,?,50,8
CCn1ncc([N+](=O)[O-])c1C(=O)Nc1cc(C)on1,99,99,2,101,5,103,103,0.2,102,8,16
O=C(CSc1nnc2ccccn12)N1CCOCC1,99,100,1,99,·,103,104,0.4,102,-13,14
CCOc1ccccc1CNCc1ccc(C(=O)O)cc1,95,95,-2,94,3,97,96,0.3,95,-16,9
CC(C)(C)NS(=O)(=O)c1ccc2c(c1)oc(=O)c1cc(S(=O)(=O)NC(C)(C)C)ccc12,107,106,0,99,·,103,106,-0.2,104,-6,17
O=C(N/N=C/c1cccs1)/C(=C/c1ccccc1)NC(=O)c1ccccc1,103,100,-7,100,22,101,102,-0.8,100,-6,7
CC(=O)c1ccc(N(C(=O)Cn2nnc3ccccc32)C(C(=O)NC2CCCCC2)c2cn(C)nc2C)cc1 (centres undefined),96,100,1,101,·,102,103,0.5,101,-17,20
O=C(NC1CC(=O)c2sccc21)c1cccc(C(F)(F)F)c1 (centres undefined),99,97,3,92,16,95,95,0.2,95,2,9
NC(=O)C1=C[C@@H](c2ccccc2)C[C@@H](OCc2ccc(CO)cc2)O1,97,97,2,95,·,94,98,0.9,96,5,7
O=c1nc(N2CCOCC2)nc2n1CCO2,101,101,3,97,16,101,105,0.7,97,22,15
COc1ccc([N+](=O)[O-])cc1Nc1ncnc2ccccc12,93,93,9,93,4,93,91,0.8,88,21,13
CCOC(=O)C1(CC2CCCCO2)CCN(C2CCSCC2)CC1 (centres undefined),96,98,0,101,·,100,102,-0.4,99,0,5
N#C/C(=C/c1ccc(N2CCOCC2)o1)C(=O)N1CCOCC1,101,103,8,103,-4,104,108,0.4,102,1,7
COc1cc(C(c2nnnn2C2CCCC2)N2CCN(C)CC2)cc(OC)c1OC (centres undefined),100,99,0,96,·,99,98,0.2,101,13,9
Cc1ccc2c(CC(=O)Nc3cccc(S(=O)(=O)N4CCOCC4)c3)coc2c1,94,93,2,92,0,93,96,0.5,94,13,16
CCOC(=O)c1cc2c(ccn2-c2ccc(F)cc2)n1CC(=O)NC(C)(C)C,96,95,8,94,·,97,91,1.4,93,22,11
O=C(Nc1ccccc1Oc1ccccc1)c1cnccn1,106,101,2,98,·,104,108,0.4,104,-5,12
O=C(NC(=S)NC(c1ccccc1)c1ccncc1)c1ccccc1 (centres undefined),103,102,7,100,11,98,104,4.6,101,23,15
Cc1ccc(CNc2ccc(N3CCOCC3)c(C(=O)O)c2)s1,105,102,1,96,·,101,105,0.2,104,13,15
O=C(COc1ccccc1[N+](=O)[O-])NNC(=O)Nc1cccc2ccccc12,98,95,2,90,-12,91,91,-0.8,93,12,8
CC1Cc2ccccc2N1C(=O)CSc1nc(-c2ccccc2)cs1 (centres undefined),102,98,43,100,-5,102,102,3.5,98,-5,20
C=CCn1c(-c2c(C)nc3cc(C)ccn23)n[nH]c1=S,95,97,2,98,-12,99,104,-1.1,98,29,5
Cc1ccc(CN(Cc2cc3cc(C)ccc3[nH]c2=O)C(=O)N2CCOCC2)cc1,101,102,2,101,22,106,104,1.1,102,6,8
O=C(COC(=O)c1cccc(S(=O)(=O)NCc2ccccc2)c1)c1ccc2c(c1)OCCO2,97,96,13,96,·,99,98,0.5,96,-22,7
CC(C)CC(=O)Nc1cccc(-c2csc(-c3ccccc3)n2)c1,98,97,10,95,-5,100,98,0.6,99,15,9

# Some of the entries so far, as labelled records:
O=c1nc(N2CCOCC2)nc2n1CCO2
  Rab7 wt GTP bind: 101	Rab2A wt mod: 101	ABCG2 block: 3	Rac1 act GTP bind: 97	Pf gamet viab: 16	Cdc42 wt GTP: 101	Rac1 wt modul: 105	ABCB1 inh: 0.7	HRas wt GTP bind: 97	Mcl1 Noxa PPI: 22	Avidin fluor: 15
COc1ccc([N+](=O)[O-])cc1Nc1ncnc2ccccc12
  Rab7 wt GTP bind: 93	Rab2A wt mod: 93	ABCG2 block: 9	Rac1 act GTP bind: 93	Pf gamet viab: 4	Cdc42 wt GTP: 93	Rac1 wt modul: 91	ABCB1 inh: 0.8	HRas wt GTP bind: 88	Mcl1 Noxa PPI: 21	Avidin fluor: 13
CCOC(=O)C1(CC2CCCCO2)CCN(C2CCSCC2)CC1 (centres undefined)
  Rab7 wt GTP bind: 96	Rab2A wt mod: 98	ABCG2 block: 0	Rac1 act GTP bind: 101	Pf gamet viab: ·	Cdc42 wt GTP: 100	Rac1 wt modul: 102	ABCB1 inh: -0.4	HRas wt GTP bind: 99	Mcl1 Noxa PPI: 0	Avidin fluor: 5
N#C/C(=C/c1ccc(N2CCOCC2)o1)C(=O)N1CCOCC1
  Rab7 wt GTP bind: 101	Rab2A wt mod: 103	ABCG2 block: 8	Rac1 act GTP bind: 103	Pf gamet viab: -4	Cdc42 wt GTP: 104	Rac1 wt modul: 108	ABCB1 inh: 0.4	HRas wt GTP bind: 102	Mcl1 Noxa PPI: 1	Avidin fluor: 7

# Following part.
SMILES,Rab7 wt GTP bind,Rab2A wt mod,ABCG2 block,Rac1 act GTP bind,Pf gamet viab,Cdc42 wt GTP,Rac1 wt modul,ABCB1 inh,HRas wt GTP bind,Mcl1 Noxa PPI,Avidin fluor
Cn1nnnc1SCC(=O)Nc1ccccc1C(=O)NC1CC1,100,102,1,102,·,100,104,0.0,101,12,10
CCCCNS(=O)(=O)C1CCS(=O)(=O)C1 (centres undefined),96,96,0,96,·,96,98,-0.1,98,5,4
Cc1ccnc(N2C(=O)c3cccc4c([N+](=O)[O-])ccc(c34)C2=O)c1,93,91,3,90,·,94,93,0.8,93,·,10
O=C1c2ccccc2C(=O)N1CCN1CCOCC1,102,102,-4,102,·,105,109,-2.3,104,16,233*
COc1ccccc1C1NC(=O)NC(C)=C1C(C)=O (centres undefined),98,103,2,99,·,99,97,0.6,101,7,22
COC(=O)CSc1nc(NC(C)C)nc(N(C)C)n1,105,100,-1,97,7,96,99,-0.1,95,-6,12
